# SW480 rereplic: A quantitative high throughput screen for small molecules that induce DNA re-replication in SW480 colon adenocarcinoma cells; SW480 DNA re-replication, Hoechst DNA content imaging, 48 h; Potency, µM (doses to about 46.1 µM), for inactives: at the highest dose re-replication activation, most hits filed as activators; 1.8% of 340,000 active; AID 624297, 2012; also: potency is read from the fitted curve at half-maximal effect; % of control where 0% means no effect; nearly all actives have a fitted effect of over 55% in size
#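 Treated cells incubate 48 hr (37 C, 5% CO2), are stained 40 min with Hoechst, and nuclear fluorescence is enumerated; a rise in nuclei with high DNA signal marks re-replication.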
# ATXN2 expr inh: Primary qHTS for Inhibitors of ATXN expression. HEK-293 ATXN2-luciferase reporter, luminescence, 24 h. Potency, µM (top dose mostly 57 µM), for inactives: top-dose activity change, negative = inhibition, most hits filed as inhibitors. 0.72% of 360,000 active; also: potency is read from the fitted curve at half-maximal effect; % is scaled to controls: 0 for no effect and ±100 for the full control effect; nearly all actives have a fitted effect of over 55% in size
#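 qHTS (up to 57 uM final) was run with 24 h compound exposure of reporter cells at 37 °C. Each well was multiplexed: SteadyGlo luminescence measured ATXN2-luciferase expression after a fluorogenic Gly-Phe-AFC viability readout (25 uM final).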
# KB-3-1 tox: qHTS assay for MDR1-selective chemotherapeutics: Primary screen using the parental adenocarcinoma cell KB-3-1; KB-3-1 viability, CellTiter-Glo ATP luminescence, 72 h; Potency, µM (titrated, usually from 46.1 µM), for the others: top-dose activity change, negative = cytotoxic, usual class: cytotoxic; 1.4% of 400,000 active; also: potency is read from the fitted curve at half-maximal effect; % is scaled to controls: 0 for no effect and ±100 for the full control effect; nearly all actives have a fitted effect of over 60% in size
#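 Parental KB-3-1 adenocarcinoma cells in phenol-red-free DMEM with 10% FBS were pin-treated with compounds at several concentrations, incubated 72 h at 37 °C, and viability read by CellTiter-Glo luminescence; concentration-effect curves were fitted after normalization.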
# HT1080NT lethal: qHTS for induction of synthetic lethality in tumor cells producing 2HG: qHTS for the HT-1080-NT fibrosarcoma cell line. HT-1080-NT fibrosarcoma viability, CellTiter-Glo ATP luminescence, 48 h. Potency, µM (highest dose often 46.1 µM), inactives show top-dose activity, negative = less viability, hits mostly cytotoxic. 1.6% of 360,000 active. AID 686970, 2013;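 also: NT is the 2HG producing partner of a matched IDH1 knockdown line; potency is read from the fitted curve at half-maximal effect; 0% = DMSO-treated cells and -100% = media-only wells without cells; nearly all actives have a fitted effect of over 55% in size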
#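 Toxicity toward the 2HG-producing NT line was scored as %Activity, normalised to DMSO and no-cell wells, from CellTiter-Glo luminescence after 48 hours' treatment.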
# HepG2 tox: qHTS for Inhibitors of TGF-b: Cytotox Counterscreen. Potency, µM (top dose mostly 46.1 µM), for inactives: at the top dose activity change, negative = cytotoxicity, actives largely listed as cytotoxic. 0.76% of 410,000 active. HepG2 CAGA-GFP viability, ATP luminescence, 18 h. AID 588856, 2011; also: potency is read from the fitted curve at half-maximal effect; some results filed as inactive show a strong effect at the top dose
#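 CellTiter-Glo luminescence gave cytotoxicity after 18 hours at 37 degrees C. The cells were HepG2 CAGA-GFP in 1% FBS DMEM, stimulated with 500 pg/mL TGF-beta after compound addition. %Activity was normalised to no-cell wells (complete cell-killing) and DMSO (no toxicity), and curves were fitted and classified.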
# MCF10A rerep: A quantitative high throughput screen for small molecules that induce DNA re-replication in MCF 10a normal breast cells; MCF 10A DNA re-replication, Hoechst nuclear intensity, 48 h; Potency, µM (titrated, usually from 46.1 µM), for inactives: at the highest dose activity, positive = re-replication, actives largely listed as activators; 2.9% of 350,000 active; AID 624296, 2012; also: potency is read from the fitted curve at half-maximal effect; % of control where 0% means no effect; nearly all actives have a fitted effect of over 50% in size
# IL-1B inflam inh: qHTS for Inhibitors of Inflammasome Signaling: IL-1-beta AlphaLISA Primary Screen | THP-1 LPS/ATP IL-1B secretion, AlphaLISA, 16 h; active compounds read low | activity change, % at 57.5 µM | 4.7% of 360,000 active; in the data active = activity change below about -50%; inconclusive = mostly about -30% to -49%; also: % is scaled to controls: 0 for no effect and ±100 for the full control effect
#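 Secreted IL-1B measured by AlphaLISA bead assay after 16 h compound exposure of THP-1 cells; compounds (final up to 57.5 uM) added 1 h before LPS (250 ng/mL) and ATP (1.25 mM) stimulation; lower signal means less secretion.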
# HT1080 IDH1KD tx: qHTS for induction of synthetic lethality in tumor cells producing 2HG: qHTS for the HT-1080-IDH1KD cell line; HT-1080 IDH1 knockdown viability, ATP luminescence, 48 h; Potency, µM (highest dose often 46.1 µM), for the others: at the highest dose activity, negative = toxicity, actives largely listed as cytotoxic; 2% of 360,000 active;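 also: potency is read from the fitted curve at half-maximal effect; 0% = DMSO wells and -100% = cell-free medium wells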
#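 Cytotoxicity counter-line: IDH1KD HT-1080, 48 h, CellTiter-Glo. Curves classed by r2, magnitude and activity.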
# S2 tox: Viability Counterscreen for Primary qHTS for Inhibitors of ATXN expression. S2 cells (HEK-293 line with an ATXN2-luciferase reporter) viability, CellTiter-Fluor protease fluorescence, 24 h. Potency, µM (highest dose often 56.7 µM), actives largely listed as cytotoxic. 0.49% of 400,000 active; also: potency is read from the fitted curve at half-maximal effect; nearly all actives have a fitted effect of over 40% in size
# * marks the source's active call; other numbers are inactive results; i = inactive; ? = inconclusive; nt = no result given; & = joins results of further samples; ! = a repeat was not active; [ ] = dose if it differs, or a comment. Unless noted, calls follow the shape of the dose curve; as a rule, active = well fitted curve in the direction sought with a large enough effect; inconclusive = small, poorly fitted or top-dose-only effect, or another doubt; inactive = no such curve, though single readings can be large; an effect the other way counts as inactive or inconclusive. Compounds as they come; 8.9% or so of the library scored in one or more.
SMILES,SW480 rereplic,ATXN2 expr inh,KB-3-1 tox,HT1080NT lethal,HepG2 tox,MCF10A rerep,IL-1B inflam inh,HT1080 IDH1KD tx,S2 tox
CCOC(=O)C1CCCN(C(=O)c2ccc3oc(CCc4ccccc4)nc3c2)C1 (configuration not stated),-6%,nt,-2%,8%,1%,11%,9,2%,i
CCOC(=O)[C@H]1[C@H]2COc3cc(OC)ccc3[C@@H]2N2C(=O)c3cc(OC)c(OC)cc3NC(=O)[C@@]12C,-4%,5%,0%,-2%,-19%,66%,-14,0%,i
C=CCOC(=O)C1=C(C)NC(C)=C(C(=O)OCC=C)C1/C=C/c1ccccc1,?,-19%,?,?,13µM*,166%,-69*,18µM*,i
COc1cccc(-c2cc(C(=O)N/N=C/c3ccco3)c3ccccc3n2)c1,0%,-24%,5%,-13%,-2%,?,-24,0%,i
Cn1nccc1C(=O)NC1CCCc2c1cnn2-c1ccc(C(C)(C)C)cc1 (configuration not stated),?,-33%,?,1.3µM*,-32%,18µM*,-3,1.3µM*,?
CC1O[C@@H](OC2C(O)C(O)C(CO)O[C@H]2OC2C[C@]3(C)C(CC(O)C4[C@@H]([C@]5(C)CC[C@@H](C(C)(C)O)O5)CC[C@]43C)[C@@]3(C)CCC(O)C(C)(C)C23)C(O)C(O)C1O (some centres not stated),-36%[inhibitor],13%,0%,9%,-1%,0%,20,12%,i
N#C/C(=C\c1cccc(OC(=O)c2cccs2)c1)C(N)=O,0%,1%,7%,0%,21%,0%,-9,0%,i
Cc1ccc(C(O)c2ncc(-c3ccccc3C)[nH]2)cc1 (configuration not stated),nt,6%,0%,-7%,-7%,nt,-2,2%,i
N#Cc1ccccc1NC(=O)CSc1nnc(-c2ccccc2O)n1-c1ccccc1,?,-5%,?,-2%,-2%,28%,-4,?,i
OC[C@@H]1CN(Cc2cccs2)C[C@H](n2cnc3c(N4CCOCC4)ncnc32)O1,nt,9%,0%,6%,-30%,nt,-3,-2%,i
CCN1CCN(CCCN(Cc2ccco2)C(=S)Nc2cc(Cl)ccc2C)CC1,-2%,-4%,-5%,-13%,-12%,3%,-24,-7%,i
N#Cc1nccnc1S(=O)(=O)c1cccs1,8%,80%[activator],1%,21µM*,-24%,?,-98*,?,i
CCCn1c2ccccc2c2cnn(CC(=O)OC)c(=O)c21,-7%,-20%,9%,9%,6%,0%,5,8%,i
CC(=O)c1ccc(NS(=O)(=O)c2ccc3[nH]c4c(c3c2)CCCCCC4)cc1,nt,?,-26%,nt,-42%,nt,nt,nt,?
Cc1nc2ccn(Cc3cccnc3)c(=O)c2cc1C(=O)N1CCN(c2ccccc2)CC1,nt,8%,7%,nt,-1%,nt,nt,nt,i
C[C@H](CO)N1C[C@H](C)[C@@H](CN(C)S(C)(=O)=O)Oc2ccc(NS(=O)(=O)c3ccccc3)cc2C1=O,?,8%,28%,8%,-1%,?,-13,-6%,i
O=C(NC1CCS(=O)(=O)C1)c1c(NC(=O)C2COc3ccccc3O2)sc2c1CCCC2 (configuration not stated),0%,-12%,-11%,-11%,0%,?,-13,-22%,i
Oc1ccccc1CC=NC1CCCCC1,3%,-4%,-2%,12%,5%,16%,10,14%,i
COC(=O)c1ccc(NC(=O)c2cc3cc4ccc(OC)c(Cl)c4nc3s2)cc1,nt,51%[activator],4%,nt,2%,nt,nt,nt,i
CCN(CC)CCCNCC(=O)Nc1ccc2c(c1)CCC2,-8%,nt,0%,-24%,1%,4%,-2,-19%,?
CCCCCC(=O)N/N=C(\C)c1ccc(Cl)cc1,-3%,3%,-30%,-1%[9.24 µM],-15%,7%,2,-29%,i
COC(=O)C[C@H]1C=C[C@@H](NC(=O)Nc2cccc(OC)c2)[C@@H](CO)O1,nt,nt,7%,21%,nt,nt,-14,25%,nt
CC(C)(C)C(=O)NC1(C(F)(F)F)C(=O)Nc2c1c(=O)[nH]c(=O)n2Cc1ccco1 (configuration not stated),2%[9.22 µM],4%,0%,19%,-2%,-7%,1,21%,i
O=C(CN1CCN(Cc2ccc(F)cc2)C1=O)NC1CCCC1,11%,nt,2%,0%,-15%,-2%,3,-1%,i
CCc1ccc2oc(-c3cc(NC(=O)c4cc([N+](=O)[O-])ccc4N4CCOCC4)ccc3Cl)nc2c1,nt,8%,1%,nt,-1%,nt,nt,nt,i

# Exported with tabs: two of the compounds above.
smiles	SW480 rereplic	ATXN2 expr inh	KB-3-1 tox	HT1080NT lethal	HepG2 tox	MCF10A rerep	IL-1B inflam inh	HT1080 IDH1KD tx	S2 tox
COC(=O)c1ccc(NC(=O)c2cc3cc4ccc(OC)c(Cl)c4nc3s2)cc1	nt	51%[activator]	4%	nt	2%	nt	nt	nt	i
CCN(CC)CCCNCC(=O)Nc1ccc2c(c1)CCC2	-8%	nt	0%	-24%	1%	4%	-2	-19%	?

# Carrying on.
SMILES,SW480 rereplic,ATXN2 expr inh,KB-3-1 tox,HT1080NT lethal,HepG2 tox,MCF10A rerep,IL-1B inflam inh,HT1080 IDH1KD tx,S2 tox
Cc1cccc(C(=O)Nc2c(-c3ccccc3)nc3cc(C)ccn23)c1,nt,5%,18%,nt,-1%,nt,nt,nt,?
CCC(=O)NC(=S)Nc1ccccc1OC,-6%,16%,0%,1%,8%,-7%,-13,-4%,i
COc1ccc(Cl)cc1S(=O)(=O)n1c([N+](=O)[O-])cnc1C,-8%,nt,-1%,0%,0%,12%,1,-2%,?
CCOc1ccc(S(=O)(=O)N(CC(=O)O)c2ccc(C)cc2)cc1,-4%,13%,5%,17%,-21%,-19%,2,-2%,i
O=C(/C=C/Nc1ccc(S(=O)(=O)Nc2cnc3ccccc3n2)cc1)c1cccnc1,28%,nt,16%,0%,-9%,?,27,0%,?
Cc1c(C(=O)Nc2nc(-c3ccccn3)cs2)oc2ccccc12,17%,-30%,?,?,-23%,23µM*,181,?,i
COC(=O)c1ccc(/C=N/NC(=O)C2CC(=O)N(c3ccc(F)cc3)C2)cc1 (configuration not stated),1%,15%,14%,9%,0%,3%,3,0%,i
O=C1CC2(CCN(C(=O)C3CC(=O)N(c4ccc(F)cc4)C3)CC2)Oc2ccccc21 (configuration not stated),3%,0%,?,5%,4%,9%,-4,0%,i
O=C(NNc1nc2c(F)cccc2s1)C1=COCCO1,0%,23%,0%,16%,9%,-3%,4,1%,i
CCOC(=O)N1CCN(C(=O)CCc2cc(OC)c(OC)c(OC)c2)CC1,-4%,0%,-4%,-1%,-3%,2%,-14,-1%,i
CC(=O)Nc1ccc(N2C(=O)CC(N3CC(C)OC(C)C3)C2=O)cc1 (configuration not stated),-2%[9.22 µM],2%,19%,4%,-8%,-3%,18,9%,i
COc1ccccc1NC(=O)C1CCCN1C(=O)NCc1ccccc1 (configuration not stated),0%,10%,0%,-4%,-2%,3%,12,1%,i
COc1ccccc1C(=O)NCCC(=O)Nc1ccc(C)cn1,-4%,-17%,-1%,7%,-5%,-4%,36,0%,i
COc1ccc(/C=C2\COc3ccccc3C2=O)c(OC)c1,?,22%,?,?,3%,?,2,?,i
COc1ccc(CN(C(=O)CO/N=C/c2ccccc2)c2ccccc2C(=O)O)cc1,10%,3%,2%,7%,0%,-7%,34,12%,i
CC(=O)Nc1ccc(C(=O)Nc2cc(C(F)(F)F)ccc2-n2cnc3ccccc32)cc1,?,-5%,-5%,-6%,10%,15%,-29,-13%,i
Cc1ccc(-c2n[nH]c(=S)n2/N=C/c2c(C)[nH]n(-c3ccccc3)c2=O)cc1,-6%,20%,?,-4%,-38%,?,18,-15%,i
O=C(/C=C/Nc1cccc(C(F)(F)F)c1)c1ccc(Oc2ncccn2)cc1,-36%[inhibitor],6%,-25%,2%,-9%,0%,4,1%,i
CCc1ccc(N2CC(C(=O)N(CC)CC(=O)Nc3c(F)cccc3F)CC2=O)cc1 (configuration not stated),nt,nt,-3%,6%,2%,nt,25,1%,i
CC(O)Cc1cn([C@@H](CCCCN)C(=O)N2CCNCC2)nn1 (some centres not stated),-5%[9.22 µM],9%,?,7%,5%,?,21,13%,i
COCC(C)NCc1cc(Br)ccc1OC (configuration not stated),?,10%[11.3 µM],4%,14%,3%,3%,-10,21%,i
Cc1cc(NC(=O)CSc2ccc3nnc(CCNC(=O)c4ccccc4)n3n2)no1,-3%,nt,3%,13%,2%,-2%,15,14%,i
COC(=O)c1c(-c2cccs2)csc1NC(=O)c1cccc(Cl)c1,nt,63%[activator],-3%,nt,-14%,nt,nt,nt,i
Cc1cc(NC(=O)CCCSc2nc(-c3ccco3)cc(C(F)(F)F)n2)no1,-2%,-20%,9%,13%,-6%,28%,2,2%,i
Cc1cc(C)n2cc(CSc3nnnn3C)nc2n1,-5%,-11%,-5%,9%,-20%,-27%,-3,11%,i
COCC(=O)Nc1ccc(S(=O)(=O)NCCc2ccccc2)cc1,0%,6%,-2%,-1%,-19%,-2%,20,-15%,i
O=C(CSc1nnnn1C1CC1)Nc1cccc(S(=O)(=O)N2CCCC2)c1,-2%,-8%,4%,3%,-1%,-1%,21,4%,?
C/C(CC(=O)NCc1ccccc1)=N\NC(N)=S,-7%,-2%,-6%,-1%,-12%,-9%,0,3%,i
Cc1cccc(/C=C/c2onc(C)c2S(=O)(=O)N2CCC(C(=O)N3CCC(C)CC3)CC2)c1,13%,-17%,16µM*!,24%,3%&-8%,?,-22,9%,i
O=C(NC(=S)Nc1ccc2c(c1)OCCO2)c1cccc(Br)c1,-4%,75%[activator],23%,-5%,-24%,2%,17,-13%,?

# Just SW480 rereplic, for some of the entries so far:
smiles	SW480 rereplic
O=C(NC(=S)Nc1ccc2c(c1)OCCO2)c1cccc(Br)c1	-4%
CC(=O)Nc1ccc(C(=O)Nc2cc(C(F)(F)F)ccc2-n2cnc3ccccc32)cc1	?
